High-throughput results: PubChem BioAssay, several laboratories
Hsp90 inh = tumor Hsp90 inhibitors, primary screen, cell lysate, fluorescence polarization, NCI-N417 lysate; Heat shock protein HSP 90-alpha (Homo sapiens), P07900; Cy3B-geldanamycin FP displacement; 64,000 tested, 0.35% active; inhibition, % at 30 µM;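 active = inhibition above 50%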;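 also: 0% = tracer plus lysate wells and 100% = tracer alone without lysate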
MKP-1 inh = MKP-1 phosphatase inhibitors, primary screen, biochemical, in vitro; inhibition, %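 (compounds tested at a single concentration somewhere between 10 and 100 µM)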; 65,000 tested, 0.15% active; Dual specificity protein phosphatase 1 (Homo sapiens), P28562; recombinant MKP-1, OMFP hydrolysis fluorescence;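 active = inhibition above about 50%, limit read from the data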;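 also: 0% = DMSO max control wells and 100% = wells with enzyme stopped by NaOH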
Target sequence (P28562 whole entry, looked up): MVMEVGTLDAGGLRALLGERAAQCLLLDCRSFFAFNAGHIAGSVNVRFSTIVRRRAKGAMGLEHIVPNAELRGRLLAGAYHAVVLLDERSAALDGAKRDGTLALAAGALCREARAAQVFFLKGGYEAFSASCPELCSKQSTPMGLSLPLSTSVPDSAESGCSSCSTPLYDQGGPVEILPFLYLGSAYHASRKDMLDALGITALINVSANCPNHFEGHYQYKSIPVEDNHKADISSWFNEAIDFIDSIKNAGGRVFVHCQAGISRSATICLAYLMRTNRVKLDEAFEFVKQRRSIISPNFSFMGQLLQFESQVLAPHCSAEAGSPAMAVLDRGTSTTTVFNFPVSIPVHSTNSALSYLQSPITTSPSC
Ecoli tolC = growth inhibitors of E. coli tolC mutant, primary screen, strain BW25113 ΔtolC::kan, 384-well | AID 573, 2007 | growth inhibition, % at 10 µM (by protocol) | OD615 | 65,000 tested, 2.2% active;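 active = growth inhibition at or above a cutoff equal to the mean over every tested compound plus 3 SD, cut at about 60% in these data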;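 also: growth measured after 20 h incubation at 37 °C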
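test system = E. coli BW25113 ΔtolC::kan bacteria | medium = LB with kanamycin 50 µg/mL | signal = OD at 615 nm | schedule = 37 °C, 20 h exposure | evaluation = % inhibition of E. coli growth | compound dosing = one dose of 10 µM final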
E coli RNAP = E. coli RNAP inhibitors, biochemical; DNA-directed RNA polymerase subunit beta (Escherichia coli (strain K12)), P0A8V2; 62,000 tested, 0.2% active; E. coli RNA polymerase, fluorescence transcription assay; AID 559, 2006; inhibition, %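 (tested at 10 µM)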; in the data active = inhibition above about 20%;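 also: 0% = enzyme without compound and 100% = no enzyme blank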
D1 mod = D1 CRE-luciferase signal change, two-sided – cell-based, HEK293 D1, dopamine EC30, D1 allosteric modulator project, primary screen | dopamine EC30 potentiation; actives deviate in either direction | B-score at 10 µM | 58,000 tested, 5.9% active | AID 641, 2007;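 active = luminescence count or its row- and column-corrected plate score outside the 99.7% band of the plate's sample wells, on either side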
AP complement = alternative complement pathway inhibitors, primary screen, biochemical, ELISA, human serum, orthogonally pooled compounds | 62,000 tested, 0.08% active | AID 1235, 2008 | LPS-coated ELISA, C3 deposition; tested in compound mixtures | inhibition, % at 5 µM;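 active = inhibition above 30% in each of the two pooled mixtures holding the compound, so the lower value exceeds 30%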;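 also: 0% = serum in Mg-EGTA without compound and 100% = EDTA serum blank; some compounds past the cut are filed as inactive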
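Test system: human serum alternative complement pathway, C3 deposition on LPS-coated wells; also added: Plate-bound LPS; doses: 5 µM per compound in ten-compound mixtures; schedule: 1 h at 37 °C; detection: Anti-C3 ELISA, OD 450 nm; evaluation: percent inhibition of C3 deposition onto LPS; repeats: two pool placements per compound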
CatB block = human cathepsin B inhibitors, primary screen, biochemical, fluorogenic substrate; purified cathepsin B, fluorescence; 63,000 tested, 0.1% active; inhibition, %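 (tested at 10 µM)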; P07858; in the data active = inhibition above about 21%;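 also: 0% = enzyme with no compound and 100% = no enzyme blank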
CatB mixtures = cathepsin B inhibitors from pooled compounds, primary screen, biochemical, compound mixtures, AMC fluorescence. Purified cathepsin B, AMC dipeptide fluorescence. inhibition, %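 (ten-compound pools at 5 µM per compound and 50 µM total)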. 62,000 tested, 0.06% active. AID 488, 2006; in the data active = inhibition above about 22%, passing the limit was not always enough;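 also: 0% = enzyme without compound and 100% = no enzyme blank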
Cdc25B block = inhibitors of Cdc25B phosphatase catalytic domain, primary screen, biochemical, OMFP fluorescence. M-phase inducer phosphatase 2 (Homo sapiens), P30305. recombinant Cdc25B, OMFP fluorescence Ex485/Em525. inhibition, %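 (compounds tested at 10 µM final in the well)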. 65,000 tested, 0.1% active. AID 368, 2006; in the data active = inhibition above about 50%
Target sequence (P30305 whole entry, looked up, the tested form may be a part): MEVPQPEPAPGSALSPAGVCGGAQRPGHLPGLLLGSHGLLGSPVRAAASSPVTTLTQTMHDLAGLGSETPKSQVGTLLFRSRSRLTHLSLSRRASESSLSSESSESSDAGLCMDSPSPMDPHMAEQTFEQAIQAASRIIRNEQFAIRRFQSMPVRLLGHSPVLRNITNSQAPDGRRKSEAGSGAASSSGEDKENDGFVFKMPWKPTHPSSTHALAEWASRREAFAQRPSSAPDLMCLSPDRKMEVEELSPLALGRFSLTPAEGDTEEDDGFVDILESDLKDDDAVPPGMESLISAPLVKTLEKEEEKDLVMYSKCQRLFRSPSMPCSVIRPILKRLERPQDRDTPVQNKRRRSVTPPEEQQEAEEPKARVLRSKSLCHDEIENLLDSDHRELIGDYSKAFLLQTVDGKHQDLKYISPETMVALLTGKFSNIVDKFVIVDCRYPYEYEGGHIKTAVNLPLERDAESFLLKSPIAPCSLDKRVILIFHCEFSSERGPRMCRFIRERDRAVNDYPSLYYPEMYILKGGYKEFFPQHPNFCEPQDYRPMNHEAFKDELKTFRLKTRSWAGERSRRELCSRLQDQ
Starred values were filed as active, the others as inactive; · = no result given. An unsorted share of the library; about 7.6% have a hit in one of these screens.

SMILES	Hsp90 inh	MKP-1 inh	Ecoli tolC	E coli RNAP	D1 mod	AP complement	CatB block	CatB mixtures	Cdc25B block
O=C(CN1CCOCC1)Nc1ccc(S(=O)(=O)N2CCCCCC2)cc1	-3	-10	-3	14	-0.3	4	6	5	-6
Cn1cc(Cl)c(C(=O)N(Cc2ccccc2)c2ccccn2)n1	-4	-3	-3	-16	0.06	-9	-2	1	-16
CC(C)[C@H](NC(=O)NCc1ccco1)C(=O)O	-2	19	-21	0	0.12	11	2	2	0
O=C(CSc1nc2cc(Cl)ccc2s1)NC(=O)NCc1ccco1	-6	32	-1	2	0.2	15	-4	22	-8
CC1CCCCC1NC(=O)c1ccc(CNc2c(N3CCCC3)c(=O)c2=O)cc1 (stereo not drawn)	-1	11	-4	8	-0.51	10	5	5	0
CCn1c(SCC(=O)Nc2cccc(NC(=O)c3cccs3)c2)nnc1-c1ccncc1	-2	5	-3	10	0.26	-8	-1	7	-9
O=C(Nc1nc2c(Cl)ccc(Cl)c2s1)c1ccco1	-4	6	4	7	0.041	23	0	3	-34
Cc1cccc(C)c1N1C(=O)c2ccccc2C1=O	-1	4	18	4	-0.19	18	-7	3	-2
CC1CCCCN1C(=O)CSc1nnc(-c2ccc(Cl)s2)o1 (stereo not drawn)	-3	-12	14	7	0.78	24	3	4	-15
COc1ccccc1CN(Cc1cc2cc(C)ccc2[nH]c1=O)Cc1nnnn1Cc1ccco1	-3	12	21	-5	-0.96	-20	2	7	-4
O=C(c1ccco1)N1CCN(C2CCCC2)CC1	1	14	-8	-9	-0.094	18	-3	-5	-7
Cn1c(=O)n(CC(=O)Nc2cccnc2)c2ccccc21	-5	4	-10	·	-0.38	·	·	·	-4
CCOC(=O)c1cc(CN2CCOCC2)oc1-c1ccccc1	-9	1	-3	0	4*	11	1	5	1
COc1cccc(CNC2CCCC2)c1	-1	22	-11	7	·	18	2	3	-10
Cc1ccc(NC(=O)CSCC(N)=O)cc1C	2	3	-3	8	-1.6	1	-5	-2	4
CCOc1ccc(N2C(=O)CC(N3CCN(c4ccc(C(=O)c5ccncc5)cc4)CC3)C2=O)cc1 (stereo not drawn)	-1	5	-6	10	-0.36	8	-3	6	-10
O=C(CCCn1nnc(-c2cccnc2)n1)c1ccc(F)cc1	0	9	-2	8	·	3	-2	-7	0
Cc1ccc(S(=O)(=O)N(Cc2ccc(F)cc2)Cc2ccco2)cc1	-6	8	66*	2	-0.54	18	5	5	-1
Cc1cc2c(cc1C)NC(c1cccnc1)C1=C(CC(C)(C)CC1=O)N2 (stereo not drawn)	-1	7	-6	·	-0.43	·	·	·	0
Cc1ccc(Nc2oc(C)nc2C#N)cc1	-6	9	-6	1	0.29	12	1	1	-7
CCOCCc1nnc(NC(=O)c2ccc(OC)c(OC)c2)s1	3	2	-8	7	3.1	-3	2	-9	-23
O=C(Cn1nnc(-c2ccncc2)n1)N1CCc2ccccc21	-1	4	-8	3	-0.42	3	3	3	-9
Cc1ccc(CNC(=O)CN(C)S(=O)(=O)c2cccc3cccnc23)cc1	-3	1	2	2	·	12	0	3	-35
CCOC(=O)C1CCCN(C(=O)c2ccc(OCC)cc2)C1 (stereo not drawn)	2	3	1	4	0.29	-5	4	-2	-11
CN(c1ccccc1)S(=O)(=O)c1cc(C(=O)N2CCN(c3ccccn3)CC2)ccc1Cl	-6	6	13	2	-3.3*	-1	2	-13	-14
Cc1nn(Cc2ccc(C(=O)NC3CCCCC3)o2)c(C)c1Br	-13	2	21	2	0.63	7	0	2	-14
CC(=O)Nc1sc2c(c1CN1CCN(c3ccccn3)CC1)CCCC2	0	0	21	6	-3.3*	-2	2	3	10
COc1ccc(NC(=O)Cn2nnc(-c3ccccc3F)n2)cc1	-7	-14	-10	12	0.27	-2	4	2	-16
COC(=O)C1=C(C(=O)c2ccc(C)cc2)C(c2ccc(O)c(OC)c2)n2nnnc2N1 (stereo not drawn)	-2	-8	6	10	-0.23	8	-2	0	2
O=c1nc(C(F)(F)F)nc2ccccn12	0	28	-6	9	1.8	8	-3	6	-3
C=CCn1c(O)c(C(CC)=NCCN2CCOCC2)c(=O)[nH]c1=O	-6	0	-32	5	-0.0085	4	0	3	-1
CCOC(=O)C1CCCN(Cc2ccc3c(c2)OCO3)C1 (stereo not drawn)	-4	-1	-18	9	-1	-3	5	2	-11
CCSc1nnc(NC(=O)CSc2nnc(Cc3cccn3C)n2-c2ccc(C)cc2)s1	-1	5	3	5	0.7	10	4	3	-11
O=C(O)CC1Sc2ccccc2NC1=O (stereo not drawn)	-7	8	-12	5	-0.4	-3	-3	-2	-8
COC(=O)C(C)n1cnc2c(nnn2-c2cccc(Cl)c2)c1=O (stereo not drawn)	-4	-4	5	-2	·	8	6	-2	-3
CCN1C(=O)c2cccc3c(S(=O)(=O)Nc4ncccc4C)ccc1c23	4	37	15	-11	7.9*	22	1	0	-9
Cc1c(C#N)c2ncn(CCCN(C)C)c(=O)c2n1-c1ccccc1	1	20	-24	5	0.098	10	0	4	2
Cc1nnc(SCc2cccs2)[nH]c1=O	-4	13	10	·	-0.082	·	·	·	-1
CCOC(=O)C1CCN(C(c2cccs2)c2sc3nc(C)nn3c2O)CC1 (stereo not drawn)	0	6	-13	5	0.16	-2	5	5	-2
Cc1ccc(N2CC(C(=O)N3CCc4ccccc4C3)CC2=O)cc1 (stereo not drawn)	1	-14	2	6	-0.18	3	-6	-1	4
Cc1cc(N2CCC(C(=O)Nc3ccc(F)cc3)CC2)nc(-c2ccccc2)n1	2	26	89*	5	·	24	0	7	7
COCCCNC(=O)c1ccccc1SC	-2	-1	-5	2	0.49	-10	2	-1	-17
Cc1ccc(NC(=O)c2cc(S(=O)(=O)N3CCC4(CC3)OCCO4)ccc2F)cc1	3	-2	3	-12	-0.68	-16	0	2	-1
Cn1c(=O)cc(OCCCC(=O)Nc2cccnc2)c2ccccc21	-6	7	-10	6	-0.2	1	-5	-3	-2
CC1Cc2ccccc2N1S(=O)(=O)c1cccc(C(=O)c2nccn2C)c1 (stereo not drawn)	-3	0	0	-4	-1.5	18	-2	1	-10

Some entries already given with just MKP-1 inh and CatB mixtures.
| SMILES | MKP-1 inh | CatB mixtures |
| --- | --- | --- |
| CCOC(=O)C1CCCN(Cc2ccc3c(c2)OCO3)C1 (stereo not drawn) | -1 | 2 |
| CCSc1nnc(NC(=O)CSc2nnc(Cc3cccn3C)n2-c2ccc(C)cc2)s1 | 5 | 3 |
| O=C(O)CC1Sc2ccccc2NC1=O (stereo not drawn) | 8 | -2 |

The results go on.
SMILES	Hsp90 inh	MKP-1 inh	Ecoli tolC	E coli RNAP	D1 mod	AP complement	CatB block	CatB mixtures	Cdc25B block
CCc1cccc(CC)c1N(COC)C(=O)Cn1c(C(C)O)nc2ccccc21 (stereo not drawn)	0	9	2	3	-0.055	22	1	3	-14
COc1ccc(C(=O)Nc2ccc(Cl)c(Cl)c2)c(OC)n1	-2	1	-18	11	-3.2	-2	3	-10	14
O=C(NCCCN1CCCC1=O)c1cccnc1	-6	4	-16	-7	·	-5	-1	0	-11
O=C(O)CSc1nnc(Cc2ccccc2)n1Cc1ccccc1	-1	-9	-17	2	-0.66	13	-2	6	-1
CCOCC(=O)Nc1c(C(=O)Nc2ccc(OC)cc2OC)oc2ccccc12	-5	-10	-10	8	1.4	8	5	-13	-7
Cc1cc(N2CCN(C)CC2)nc2ccc(NC(=O)c3ccc(Br)o3)cc12	·	-2	11	7	-4.2*	4	7	4	6

An excerpt from above in order of molecular weight, highest first:
SMILES	Hsp90 inh	MKP-1 inh	Ecoli tolC	E coli RNAP	D1 mod	AP complement	CatB block	CatB mixtures	Cdc25B block
Cc1ccc(NC(=O)c2cc(S(=O)(=O)N3CCC4(CC3)OCCO4)ccc2F)cc1	3	-2	3	-12	-0.68	-16	0	2	-1
Cc1cc(N2CCN(C)CC2)nc2ccc(NC(=O)c3ccc(Br)o3)cc12	·	-2	11	7	-4.2*	4	7	4	6
CCOC(=O)C1CCN(C(c2cccs2)c2sc3nc(C)nn3c2O)CC1 (stereo not drawn)	0	6	-13	5	0.16	-2	5	5	-2
CCOCC(=O)Nc1c(C(=O)Nc2ccc(OC)cc2OC)oc2ccccc12	-5	-10	-10	8	1.4	8	5	-13	-7
Cc1cc(N2CCC(C(=O)Nc3ccc(F)cc3)CC2)nc(-c2ccccc2)n1	2	26	89*	5	·	24	0	7	7
CCN1C(=O)c2cccc3c(S(=O)(=O)Nc4ncccc4C)ccc1c23	4	37	15	-11	7.9*	22	1	0	-9
O=C(O)CSc1nnc(Cc2ccccc2)n1Cc1ccccc1	-1	-9	-17	2	-0.66	13	-2	6	-1
Cn1c(=O)cc(OCCCC(=O)Nc2cccnc2)c2ccccc21	-6	7	-10	6	-0.2	1	-5	-3	-2
Cc1c(C#N)c2ncn(CCCN(C)C)c(=O)c2n1-c1ccccc1	1	20	-24	5	0.098	10	0	4	2
Cc1ccc(N2CC(C(=O)N3CCc4ccccc4C3)CC2=O)cc1 (stereo not drawn)	1	-14	2	6	-0.18	3	-6	-1	4
COc1ccc(C(=O)Nc2ccc(Cl)c(Cl)c2)c(OC)n1	-2	1	-18	11	-3.2	-2	3	-10	14
O=C(NCCCN1CCCC1=O)c1cccnc1	-6	4	-16	-7	·	-5	-1	0	-11
Cc1nnc(SCc2cccs2)[nH]c1=O	-4	13	10	·	-0.082	·	·	·	-1
